# Bioassay records from PubChem BioAssay.
# HT1080 IDH1KD tx: toxicity to HT-1080 IDH1 knockdown cells (counter line) | HT-1080 IDH1 knockdown viability, ATP luminescence, 48 h | Potency, µM (highest dose often 46.1 µM), for inactives: at the top dose activity, negative = toxicity, most hits filed as cytotoxic | 360,000 compounds, 2% hits | AID 686971;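 note: potency is the fitted concentration of half-maximal effect; 0% = DMSO wells and -100% = cell-free medium wells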
#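 Knockdown cells (IDH1KD HT-1080) received compounds 2 h after plating at 750 cells/well and were kept 48 h at 37 °C in 5% FBS RPMI. A CellTiter-Glo luminescence read gave % activity for curve fitting.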
# IL-1B inflam inh: inhibitors of inflammasome signaling (IL-1 beta secretion). 360,000 compounds, 4.7% hits. THP-1 LPS/ATP IL-1B secretion, AlphaLISA, 16 h; active compounds read low. activity change, % at 57.5 µM; in the data active = activity change below about -50%; inconclusive = mostly about -30% to -49%; note: % is set by controls: 0 for no effect and ±100 for the full control effect
#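 THP-1 cells pretreated 1 hr with compounds (up to 57.5 uM final), then stimulated with LPS (250 ng/mL final) plus ATP (1.25 mM final); secreted IL-1B measured by AlphaLISA after 16 hr, decreased signal indicating inhibition.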
# HT1080-NT tox: kills 2HG-producing HT-1080-NT fibrosarcoma cells; AID 686970; HT-1080-NT fibrosarcoma viability, CellTiter-Glo ATP luminescence, 48 h; Potency, µM (series often up to 46.1 µM), inactives show top-dose activity, negative = less viability, most hits filed as cytotoxic; 360,000 compounds, 1.6% hits;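 note: NT is the 2HG producing partner of a matched IDH1 knockdown line; potency is the fitted concentration of half-maximal effect; 0% = DMSO-treated cells and -100% = media-only wells without cells; nearly all actives have a fitted effect of over 55% in size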
#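 HT-1080-NT fibrosarcoma cells (2HG-overproducing), 750 cells/well in RPMI with 5% FBS, dosed after 2 h and incubated 48 h at 37C. CellTiter-Glo luminescence normalized to DMSO and no-cell wells; concentration-response curves fitted and classed.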
# D3 ag: D3 dopamine receptor (human) agonism; P35462; max activation, %; D3R DiscoveRx beta-arrestin cells, luminescence, 90 min; 410,000 compounds, 0.58% hits; in the data active = max activation above about 30%; note: 0% is about no effect; mostly tested at two doses, the higher about 12 µM
# Target sequence (P35462 whole entry, looked up): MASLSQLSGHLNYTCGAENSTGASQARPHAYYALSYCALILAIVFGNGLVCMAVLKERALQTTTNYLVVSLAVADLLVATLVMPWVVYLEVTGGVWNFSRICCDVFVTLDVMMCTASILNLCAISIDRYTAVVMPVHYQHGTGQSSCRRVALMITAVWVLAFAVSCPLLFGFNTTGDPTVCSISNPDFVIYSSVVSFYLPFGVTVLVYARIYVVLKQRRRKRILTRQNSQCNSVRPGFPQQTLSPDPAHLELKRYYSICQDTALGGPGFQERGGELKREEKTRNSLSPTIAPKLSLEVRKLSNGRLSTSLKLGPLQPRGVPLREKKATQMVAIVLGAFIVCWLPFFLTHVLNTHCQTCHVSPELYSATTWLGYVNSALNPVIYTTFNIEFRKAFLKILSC
#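 Agonist mode: compounds and dopamine controls were applied to plated cells for 90 min at 37 degrees C after an overnight attachment at 1500 cells/well. Luminescent read-out followed 30 - 60 minutes at room temperature with DiscoveRx detection reagent.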
# KB-3-1 tox: KB-3-1 parental cell cytotoxicity; 400,000 compounds, 1.4% hits; Potency, µM (titrated, usually from 46.1 µM), inactives show top-dose activity change, negative = cytotoxic, usual class: cytotoxic; KB-3-1 viability, CellTiter-Glo ATP luminescence, 72 h; note: potency is the fitted concentration of half-maximal effect; % is set by controls: 0 for no effect and ±100 for the full control effect; nearly all actives have a fitted effect of over 60% in size
#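 72 h, 37 °C compound treatment of KB-3-1 parental cells; CellTiter-Glo added, 10 min, luminescence read. Data corrected against DMSO-only plates and normalized before curve fitting.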
# DRD3 antagonist: D3 dopamine receptor (human) antagonism | P35462 | D3R cells, DiscoveRx beta-arrestin luminescence, antagonist mode; active compounds read low | max response, negative = inhibition, % | 360,000 compounds, 2.5% hits | AID 652054; in the data active = max response below about -50%; inconclusive = no clear call, values can overlap the other calls; note: % is set by controls: 0 for no effect and ±100 for the full control effect; mostly tested at two doses, the higher about 12 µM
#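 Cells plated overnight at 1500 cells/well, then exposed to library compounds with dopamine controls for 90 minutes at 37 degrees C. DiscoveRx reagent added for 30–60 minutes at room temperature; luminescence read, quantitative HTS format.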
# GLP1R ag: activates the human GLP-1 receptor | P43220 | HEK293 GLP-1R CRE-luciferase, luminescence, 4-6 h; cells express a hypersensitive GLP-1R form | Potency, µM (series often up to 45.6 µM), without a hit: at the top dose activation, actives largely listed as activators | 380,000 compounds, 0.007% hits | AID 624172; note: potency is the fitted concentration of half-maximal effect; % of control where 0% means no effect
# Target sequence (P43220 whole entry, looked up): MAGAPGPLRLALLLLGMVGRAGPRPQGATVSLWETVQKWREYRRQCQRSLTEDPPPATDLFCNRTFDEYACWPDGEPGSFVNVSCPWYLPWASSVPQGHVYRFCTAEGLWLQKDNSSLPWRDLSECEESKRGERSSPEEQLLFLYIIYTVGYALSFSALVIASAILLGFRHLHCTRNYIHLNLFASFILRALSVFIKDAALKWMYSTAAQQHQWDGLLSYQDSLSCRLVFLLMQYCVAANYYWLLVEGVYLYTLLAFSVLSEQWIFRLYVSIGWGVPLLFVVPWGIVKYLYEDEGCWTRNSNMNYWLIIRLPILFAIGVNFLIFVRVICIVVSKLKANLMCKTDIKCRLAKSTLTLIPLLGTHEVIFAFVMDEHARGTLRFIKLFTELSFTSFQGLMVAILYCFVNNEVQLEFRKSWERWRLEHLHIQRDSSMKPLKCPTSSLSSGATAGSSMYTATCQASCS
# SW480 rereplic: induces DNA re-replication in SW480 colon adenocarcinoma cells | SW480 DNA re-replication, Hoechst DNA content imaging, 48 h | Potency, µM (highest dose often 46.1 µM), without a hit: at the top dose re-replication activation, most hits filed as activators | 340,000 compounds, 1.8% hits; note: potency is the fitted concentration of half-maximal effect; % of control where 0% means no effect; nearly all actives have a fitted effect of over 55% in size
#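 SW480 cells exposed to compounds for 48 hr at 37 C, 5% CO2, then Hoechst-stained 40 min. Nuclear DNA content imaged by fluorescence scanning (405 nm excitation, 500-530 nm emission); re-replication scored as increased high-intensity nuclei.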
# KB-V1 cytotox: kills drug-selected multidrug resistant KB-V1 cells. KB-V1 MDR cells viability, CellTiter-Glo, 72 h. Potency, µM (titrated, usually from 46.1 µM), for inactives: at the highest dose activity change, negative = cytotoxicity, usual class: cytotoxic. 400,000 compounds, 3.4% hits; note: potency is the fitted concentration of half-maximal effect; % is set by controls: 0 for no effect and ±100 for the full control effect; nearly all actives have a fitted effect of over 60% in size
#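 Cytotoxicity via CellTiter-Glo luminescence after 72 h compound exposure at 37 degrees C. Cells: drug-selected KB-V1 line, DMEM phenol-red free plus 10% FBS. Compounds tested at multiple concentrations; normalized data fitted to concentration-effect curves.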
# Starred values were filed as active, the others as inactive; ? = inconclusive; . = not tested or not shown; & = joins results of further samples; [ ] = another dose, or the depositor's remark. Unless noted, calls come from the whole dose curve; as a rule, active = well fitted curve in the direction sought with a large enough effect; inconclusive = small, poorly fitted or top-dose-only effect, or another doubt; inactive = no such curve, though single readings can be large; an effect the other way counts as inactive or inconclusive. This is a subset, so the mix of outcomes need not match the whole.
item	Compound	HT1080 IDH1KD tx	IL-1B inflam inh	HT1080-NT tox	D3 ag	KB-3-1 tox
1	Cc1cccn2c(=O)c3c(nc12)N1CCc2ccccc2C1C1(C3)C(=O)NC(=O)N(C)C1=O (centres undefined)	-1%	28	-4%[9.24 µM]	-4	1%
2	O=c1[nH]c(=O)n(CCC2=CCCCC2)c(O)c1C=Nc1cccc(F)c1	1%	1	-6%	-2	-38%
3	CCN1C(=O)C(=C/C=C/c2ccco2)C(=O)N(CC)C1=S	-17%	-9	-7%	12	10%
4	COc1ccc(CCNCc2ccccn2)cc1OC	-4%	-7	2%	-28	-1%
5	S=C1Nc2ccccc2Sc2ccccc21	-2%	14	-16%	-6	-1%
6	CCOC(C(=O)OCCC[N+](C)(CC)CC)(c1ccccc1)c1ccccc1	0%	-21	4%	-25	-8%
7	CNC(=O)Oc1c(C)[nH]ccc1=O	-2%	-15	-1%	6	0%
8	Nc1ncc2[nH]cnc2n1	11%&13%	0&-8	?	8&-15	0%&0%
9	CN(C)C(=O)Oc1ccc2oc(=O)cc(-c3cc4ccccc4o3)c2c1	7%	0	4%	4	6%
10	CC(NS(C)(=O)=O)c1nnc2n1-c1ccc(Br)cc1C(c1ccccc1Cl)=NC2 (centres undefined)	-6%	-8	0%	-3	2%
11	Cc1ccc(C(=O)O)cc1N=Nc1c(O)[nH]c(=O)[nH]c1=O	19%	-21	-1%	-6	1%
12	CC(Cc1cnccn1)NCc1c(C(=O)N2CCCCCCC2)nc2ccc(Cl)cn12 (centres undefined)	20%	-15	6%	2	14%
13	C=C1C(=O)O[C@@H]2C[C@@H](C)[C@@H]3C=CC(=O)[C@@]3(C)[C@@H](O)[C@H]12	0.58µM*	-106*	1.5µM*	-75	?
14	O=c1[nH]c(=O)n(C2CCCCC2)c(O)c1C1NCCc2ccccc21 (centres undefined)	5%	15	6%	5	0%
15	Cc1cc(/C=C2\C(=O)NC(=O)N(c3cccc(F)c3)C2=O)c(C)n1-c1ccc(C(=O)O)c(Cl)c1	2%	7	-2%	1	2%

item	DRD3 antagonist	GLP1R ag	SW480 rereplic	KB-V1 cytotox
1	7	-11%	-2%	?
2	-21	-8%	13%	-11%
3	-20	-4%	5%	11%
4	-18	3%	-2%	-5%
5	0	10%	-13%	1%
6	-24	5%	-18%	?
7	6	-4%	.	8%
8	-1&-11	6%&-1%	-6%&2%	20%&8%
9	-3	4%	5%	24%
10	-7	7%	-9%	4%
11	-18	-1%	-7%	12%
12	13	-3%	0%	2%
13	-102*	-10%	?	-1%
14	3	-13%	-3%	16%
15	7	-2%	-9%	10%

# Next section:
item	Compound	HT1080 IDH1KD tx	IL-1B inflam inh	HT1080-NT tox	D3 ag	KB-3-1 tox
16	Clc1ccc(-c2nc3ccc(Cl)cn3c2CN2CCOCC2)cc1	-6%	-18	-6%	-6	3%
17	COC(=O)C1=C(c2ccc(-c3ccccc3)c(F)c2)C[C@@H]2CC[C@H]1N2C(=O)NCc1ccco1	-11%	-16	-24%	1	?
18	COc1ccc(C)cc1NC1=NCCCS1	-4%	-20	-8%	-12	-1%
19	Fc1ccc(N2CCN(Cc3cc4c(cc3Br)OCO4)CC2)cc1	-10%	.	-15%	-37	2%
20	C[N+](C)(C)CC1CCCc2ccccc2C1=O (centres undefined)	5.8µM*	-11	?	-10	?
21	O=C(Nc1ccc(F)cc1F)c1cccn(Cc2ccccc2)c1=O	-24%	-15	-7%	16	-23%
22	CC(Cc1ccccc1)N1C(=O)c2ccccc2C1=O (centres undefined)	15%	14	14%	4	-3%
23	CNS(=O)(=O)c1cc(NC(=O)c2cccc3cccnc23)ccc1C	-5%	?	10%	-7	3%
24	O=C(c1ccc2c(c1)OCO2)C1CCCN(Cc2ccccn2)C1 (centres undefined)	-5%	-14	-13%	-14	-4%
25	O=c1c2ccccc2nc(CNCc2ccco2)n1-c1ccc(F)cc1	-1%	12	3%	6	-14%
26	Cc1ccc(OP(=O)(Nc2cccc(C)c2)Oc2ccc(C)cc2)cc1	?	?	?	-3	-19%
27	CN(C(=O)Oc1ccc(C(C)(C)C)cc1)c1ccccc1	-12%	-16	-4%	3	1%
28	S=C=Nc1ccccn1	12%	21	25%	14	19%
29	COc1ccc(CN2CCN(c3ccccc3)CC2)c(C)c1C	-12%	16	-3%	1	3%
30	Cc1ccc(-n2c(C)cc(/C=C3/C(=O)NC(=O)N(Cc4ccco4)C3=O)c2C)cc1	-10%	-17	-5%	7	11%

item	DRD3 antagonist	GLP1R ag	SW480 rereplic	KB-V1 cytotox
16	27	15%	-4%	-28%
17	42	-2%	26%	-14%
18	-4	7%	-9%	-19%
19	-9	-2%	0%	-17%
20	-2	-3%	16%	0%
21	25	8%	-17%	5%
22	-17	-4%	12%	-5%
23	6	?	9%	?
24	5	8%	-4%	-15%
25	-16	3%	-3%	0%
26	-6	8%	104%	-4%
27	13	10%	-28%	1%
28	10	-3%	-7%	36%
29	-75*	5%	0%	-2%
30	6	11%	-5%	-1%

# Shown field by field: 4 of the compounds above
26. Cc1ccc(OP(=O)(Nc2cccc(C)c2)Oc2ccc(C)cc2)cc1
- HT1080 IDH1KD tx: ?
- IL-1B inflam inh: ?
- HT1080-NT tox: ?
- D3 ag: -3
- KB-3-1 tox: -19%
- DRD3 antagonist: -6
- GLP1R ag: 8%
- SW480 rereplic: 104%
- KB-V1 cytotox: -4%
20. C[N+](C)(C)CC1CCCc2ccccc2C1=O (centres undefined)
- HT1080 IDH1KD tx: 5.8µM*
- IL-1B inflam inh: -11
- HT1080-NT tox: ?
- D3 ag: -10
- KB-3-1 tox: ?
- DRD3 antagonist: -2
- GLP1R ag: -3%
- SW480 rereplic: 16%
- KB-V1 cytotox: 0%
18. COc1ccc(C)cc1NC1=NCCCS1
- HT1080 IDH1KD tx: -4%
- IL-1B inflam inh: -20
- HT1080-NT tox: -8%
- D3 ag: -12
- KB-3-1 tox: -1%
- DRD3 antagonist: -4
- GLP1R ag: 7%
- SW480 rereplic: -9%
- KB-V1 cytotox: -19%
16. Clc1ccc(-c2nc3ccc(Cl)cn3c2CN2CCOCC2)cc1
- HT1080 IDH1KD tx: -6%
- IL-1B inflam inh: -18
- HT1080-NT tox: -6%
- D3 ag: -6
- KB-3-1 tox: 3%
- DRD3 antagonist: 27
- GLP1R ag: 15%
- SW480 rereplic: -4%
- KB-V1 cytotox: -28%

# The results go on.
item	Compound	HT1080 IDH1KD tx	IL-1B inflam inh	HT1080-NT tox	D3 ag	KB-3-1 tox
31	O=c1c2ccccc2nc(Cc2ccccc2)n1-c1ccc(O)cc1	-11%	-21	-27%	4	-15%
32	CC(C)COc1ccc(Cc2c(O)[nH]c(=S)[nH]c2=O)cc1	8%	1	10%	2	-2%
33	COc1ccc(C2CC(c3c(O)n(CCc4ccccc4)c(=O)[nH]c3=O)=NN2)cc1OC (centres undefined)	-16%	-7	-11%	-19	?
34	COC(=O)C1=C(c2ccc(F)cc2OCc2ccccc2)C[C@@H]2CC[C@H]1N2C(=O)NC1CCCCC1	-20%	-21	0%	-23	?
35	c1ccc(CN2Cc3ccccc3-n3nncc3C2)nc1	-2%	2	-2%	4	-16%
36	Oc1ccc(Cl)cc1CN1CCN(Cc2ccccc2)CC1	-3%	3	-3%	-3	4%
37	CCn1cc(C(=O)c2cccs2)c2ccccc21	4%	-5	11%	-1	5%
38	COc1ccc(OC)c([C@@H](O)[C@H](C)NC(C)(C)C)c1	10%	7	?	14	0%
39	COc1ccc2[nH]c3c(c2c1)CCN1C(=O)C(CC(=O)NCc2cccc(C(F)(F)F)c2)C[C@H](C(=O)N2CCCCC2)[C@@]31C (some centres undefined)	-16%	-53*	-4%	1	0%
40	CN1CCC(O)(c2cccs2)C(C(=O)c2cccs2)C1 (centres undefined)	?	-94*	23µM*	-2	9%
41	CC(C)Oc1cc(-n2c(=S)[nH]c3ccccc3c2=O)c(Cl)cc1Cl	?	29	-27%	-19	?
42	O=c1cc(C(F)(F)F)c2cc3c4c(c2o1)CCCN4CCC3	-23%	86	-28%	0	-18%
43	CC(C)C[C@H](NP(=O)(O)O[C@@H]1O[C@@H](C)[C@H](O)[C@@H](O)[C@H]1O)C(=O)N[C@@H](Cc1c[nH]c2ccccc12)C(=O)O	7%	-2	19%	2	0%
44	NC(Cc1ccc(F)cc1)c1csc(Nc2ncccn2)n1 (centres undefined)	6.5µM*	-25	5.8µM*	-11	?
45	COC(=O)C1=C(c2cc3ccccc3s2)C[C@@H]2CC[C@H]1N2C(=O)NCCS(C)=O (some centres undefined)	10%	9	13%	1	12%
46	Cc1cc(OCC(=O)NCc2ccc(S(N)(=O)=O)cc2)c2c3c(c(=O)oc2c1)CCC3	9%	?	22%	-8	21%
47	O=C(Cc1ccccc1)N1CCN(Cc2ccc(F)cc2)CC1	12%	-6	2%	-7	2%
48	CN1C(=O)C(=Cc2ccccc2OCc2ccc(C(=O)O)cc2)C(=O)N(C)C1=O	2%	5	-11%	-6	2%

item	DRD3 antagonist	GLP1R ag	SW480 rereplic	KB-V1 cytotox
31	3	27%	-2%	-2%
32	15	0%	-1%	7%
33	-5	0%	-4%	2%
34	?	9%	-6%	?
35	3	-3%	.	0%
36	-66*	6%	3%	-8%
37	8	3%	-14%	-5%
38	19	-3%	?	-7%
39	0	3%	?	0%
40	0	-7%	19%	1%
41	6	-19%	9%	23µM*
42	6	-3%	?	-19%
43	14	4%	17%	?
44	?	-2%	.	?
45	10	-1%	-15%	?
46	19	0%	22%	8%
47	21	0%	-5%	-5%
48	-10	0%	7%	8%
